Pol kappa inh: inhibitors of human DNA polymerase kappa; 400,000 tested, 0.53% active; purified Pol kappa, fluorescent DNA synthesis assay, 10 min; AID 588579; Potency, µM (titrated, usually from 107 µM), inactives show at the highest dose activity, negative = inhibition, actives largely listed as inhibitors; note: potency is the fitted concentration of half-maximal effect; % is set by controls: 0 for no effect and ±100 for the full control effect
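10 nM Pol kappa was preincubated with compounds for 15 min at room temperature. Reaction started with 50 nM (final) substrate. Fluorescence read kinetically at 0 and 10 min.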
LDHA inh: inhibitors of human lactate dehydrogenase A | purified LDHA, NADH/diaphorase-resazurin fluorescence; stronger effect = lower value | 480,000 tested, 0.15% active | activity change, % (values are at about 110 or 230 µM) | P00338; in the data active = activity change below about -30%; inconclusive = mostly about -25% to -30%;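 note: plate controls were DMSO wells for no effect and wells without enzyme for full effect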
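Remaining NADH was detected by diaphorase (0.133 mg/mL) converting 37 µM resazurin to fluorescent resorufin, read at 0 and 20 minutes. The preceding 5-minute room-temperature reaction used 2 nM LDHA, 0.2 mM sodium pyruvate and 0.06 mM NADH at pH 7.4.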
ALOX12 inh: ALOX12 (human) lipoxygenase inhibition | purified 12hLO, xylenol orange hydroperoxide absorbance | 580,000 tested, 1.1% active | Potency, µM (series often up to 108 µM), inactives show at the highest dose activity change, negative = inhibition, actives largely listed as inhibitors | P18054; note: potency is the fitted concentration of half-maximal effect; % is set by controls: 0 for no effect and ±100 for the full control effect
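Purified human 12hLO (150 nM final) in 25 mM Hepes, 0.01% Triton X-100, pH 7.0 was preincubated 15 min at room temperature with compound. Then 40 uM arachidonic acid was added, 30 min. Hydroperoxide was read by Fe-XO absorbance ratio 573/405 nm.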
APEX1 inh: inhibitors of human APE1 endonuclease | 350,000 tested, 0.35% active | P27695 | recombinant APE1, TAMRA/BHQ-2 abasic DNA cleavage fluorescence | Potency, µM (titrated, usually from 65.8 µM), without a hit: at the highest dose activity change, negative = inhibition, hits mostly inhibitors;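 note: potency is the fitted concentration of half-maximal effect; plate controls were vehicle for no effect and reference inhibitor for full effect; nearly all actives have a fitted effect of over 55% in size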
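Kinetic fluorescence read (525 ex/598 em nm, three reads 60 s apart) of AP-site incision; signal = third minus first read. Enzyme 0.75 nM, dual-labelled THF duplex 50 nM, compound preincubation 15 min RT.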
RGS4 inh: inhibitors of human regulator of G protein signaling 4 | P49798 | Transcreener GDP fluorescence polarization, RGS4-accelerated GTP hydrolysis | Potency, µM (series often up to 114 µM), for the others: at the highest dose activity change, negative = inhibition, hits mostly inhibitors | 390,000 tested, 0.039% active | AID 504845; note: potency is the fitted concentration of half-maximal effect; % is set by controls: 0 for no effect and ±100 for the full control effect; nearly all actives have a fitted effect of over 75% in size; some results filed as inactive show a strong effect at the top dose
Target sequence (P49798 whole entry, looked up): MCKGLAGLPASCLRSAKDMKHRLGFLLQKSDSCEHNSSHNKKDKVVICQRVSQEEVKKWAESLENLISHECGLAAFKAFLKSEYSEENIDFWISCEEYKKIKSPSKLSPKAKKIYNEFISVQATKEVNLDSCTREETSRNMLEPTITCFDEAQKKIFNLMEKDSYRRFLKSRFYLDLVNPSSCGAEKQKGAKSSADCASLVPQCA
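MLSMR compounds (23 nl, pin-transferred) preincubated 10 min at room temperature with a 500nM (2x) first reagent, then RGS4 at 900nM (2x) plus Transcreener GDP mix added; fluorescence polarization (620/688 nm) read before and after 90 min at 30 °C.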
ERG-DNA inh: inhibitors of human ERG Ets domain-DNA interaction. 370,000 tested, 0.028% active. fluorescence polarization, His-ERG Ets domain / labelled DNA. Potency, µM (highest dose often 76.9 µM), without a hit: at the top dose FP activity, negative = inhibition, most hits filed as inhibitors; active = well fitted inhibition curve with a large enough effect in the polarisation, with a control signal flat; inconclusive = small, poorly fitted or top-dose-only effect, or effect the other way, or a change in a side signal; inactive = no such curve, though single readings can be large or run the other way; the % refers to the polarisation;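 note: polarization taken with two DNA probes labelled with fluorescein and Texas red; potency is the fitted concentration of half-maximal effect; % of control where 0% means no effect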
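His-tagged ERG Ets domain (1 uM in the protein solution; 300mM KCl, 50mM Tris-HCl, 1mM EDTA, 1mM DTT, pH 7.5) received compound, then a probe mix of 5 nM fluorescein-DNA and 100nM Texas-615-DNA. Fluorescence polarization was read for both dyes.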
Pol eta inh: inhibitors of human DNA polymerase eta | Potency, µM (titrated, usually from 114 µM), for the others: at the top dose activity change, negative = inhibition, actives largely listed as inhibitors | 390,000 tested, 1.2% active | recombinant Pol eta, fluorescent DNA replication assay; note: potency is the fitted concentration of half-maximal effect; % is set by controls: 0 for no effect and ±100 for the full control effect
Target sequence (Q9Y253 whole entry, looked up): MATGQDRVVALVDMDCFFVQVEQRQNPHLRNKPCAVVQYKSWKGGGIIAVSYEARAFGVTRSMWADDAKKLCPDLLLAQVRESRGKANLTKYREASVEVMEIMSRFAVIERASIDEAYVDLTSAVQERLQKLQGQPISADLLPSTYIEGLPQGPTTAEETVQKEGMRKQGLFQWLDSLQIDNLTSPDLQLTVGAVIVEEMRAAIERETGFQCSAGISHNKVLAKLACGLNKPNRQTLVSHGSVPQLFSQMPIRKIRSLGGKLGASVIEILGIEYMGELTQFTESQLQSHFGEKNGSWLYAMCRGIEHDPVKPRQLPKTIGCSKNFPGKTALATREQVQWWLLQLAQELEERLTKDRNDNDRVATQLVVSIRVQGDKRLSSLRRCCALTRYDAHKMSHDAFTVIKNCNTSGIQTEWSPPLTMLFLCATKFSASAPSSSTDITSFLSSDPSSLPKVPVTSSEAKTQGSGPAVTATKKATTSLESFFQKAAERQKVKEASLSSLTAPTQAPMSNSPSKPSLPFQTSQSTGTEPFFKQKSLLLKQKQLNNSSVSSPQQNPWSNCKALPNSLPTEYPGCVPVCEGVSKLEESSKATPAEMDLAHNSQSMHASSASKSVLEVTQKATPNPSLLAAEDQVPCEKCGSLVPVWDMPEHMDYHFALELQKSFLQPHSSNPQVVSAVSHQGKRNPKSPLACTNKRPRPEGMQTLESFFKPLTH
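Pol eta (10 nM) was preincubated with compounds for 15 min at room temperature, after which fluorescent replication substrate (50 nM final) was added to start the reaction. Fluorescence was read kinetically at 0 and 10 min.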
Apoferritin bind: candidate novel general anesthetic via apoferritin binding; AID 485281; Potency, µM (highest dose often 77.5 µM), for inactives: at the highest dose activity change, negative = displacement, most hits filed as inhibitors; P02791; 350,000 tested, 0.074% active; apoferritin/1-aminoanthracene competitive binding, fluorescence; note: potency is the fitted concentration of half-maximal effect; % is set by controls: 0 for no effect and ±100 for the full control effect; nearly all actives have a fitted effect of over 20% in size
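Horse-spleen apoferritin (10 uM) was mixed with 50% saturated 1-aminoanthracene in PBS, exposed to compounds for 10 min at room temperature, and read for fluorescence (ex 380 nm, em 535 nm). Competitive displacement was fitted with a four-parameter Hill equation.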
Pol beta inh: DNA polymerase beta (human) inhibition. Potency, µM (top dose mostly 114 µM), inactives show at the top dose activity change, negative = inhibition, hits mostly inhibitors. 340,000 tested, 1.3% active. Pol beta primer extension/strand displacement, fluorescence kinetic. AID 485314. P06746; note: potency is the fitted concentration of half-maximal effect; % is set by controls: 0 for no effect and ±100 for the full control effect
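10 nM enzyme + cpd, 15 min RT; start with substrate 50 nM final; read 0 min and after 10 min RT. Corrected, normalized data; 4-parameter Hill curve fit.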
Active calls of the source: *; ? = inconclusive; . = not tested or not shown; [ ] = remark or other dose. Unless noted, calls come from the whole dose curve; as a rule, active = well fitted curve in the direction sought with a large enough effect; inconclusive = small, poorly fitted or top-dose-only effect, or another doubt; inactive = no such curve, though single readings can be large; an effect the other way counts as inactive or inconclusive.

SMILES | Pol kappa inh | LDHA inh | ALOX12 inh | APEX1 inh | RGS4 inh | ERG-DNA inh | Pol eta inh | Apoferritin bind | Pol beta inh
C[C@H](NC(=O)CNC(=O)[C@@H](NC(=O)[C@H](Cc1ccccc1)NC(=O)CNC(=O)CNC(=O)[C@@H](N)Cc1ccccc1)[C@@H](C)O)C(=O)N[C@@H](CCCN=C(N)N)C(=O)N[C@@H](CCCCN)C(=O)N[C@@H](CO)C(=O)N[C@@H](C)C(=O)N[C@@H](CCCN=C(N)N)C(=O)N[C@H](CN)CCCCN | 5.4%[19.4 µM] | . | 15.2%[12.5 µM] | 5.7% | . | . | . | 2.2% | .
Cc1cccnc1NC1OC(=O)c2ccccc21 (centres undefined) | -0.2% | -17.5 | 31.6%[activator] | 0.0% | 5.4% | -0.7% | 0.6% | -10.3% | -0.2%
O=C(Cc1cccc(NC(=O)C2CCCN(C(=O)C3CCCC3)C2)c1)Nc1ccc(C(=O)N2CCCCC2)cc1 (centres undefined) | -14.7% | -6.8 | -2.3% | . | -10.8% | -11.6% | -5.4% | . | .
Cc1ccc(S(=O)(=O)Cc2cccc(C(=O)N3CCOCC3)c2)cc1 | -14.1% | -10.9 | 13.5% | 3.6% | -5.6% | 2.5% | -17.1% | 28.9% | -3.2%
Cc1ccc(-c2c[n+](CC(=O)Nc3nc(-c4ccc(F)cc4)cs3)c3n2CCC3)cc1 | -5.7% | -7.8 | ? | ? | 7.9% | -1.6% | -21.2% | -15.0% | 13.4%
CCOC(=O)c1ccccc1NC(=O)c1nn(C)c2c1COc1ccccc1-2 | -13.2% | -10.1 | -8.4% | . | -4.1% | -8.7% | -8.6% | -1.7% | ?
CCC(C)NC(=O)c1cc2cc3ccc(OC)cc3nc2s1 (centres undefined) | ? | -8.2 | 0.0% | -2.1% | -36.9% | 5.5% | ? | 96.5%[activator] | 50.1µM*
CCCCCCCc1ccc(C2NC(=S)NC3=C2C(=O)c2ccccc23)cc1 (centres undefined) | -8.6% | -6.2 | . | -2.9% | 14.2%[11.4 µM] | 16.9% | -1.9% | -8.9% | 2.1%
COc1ccc(CCNC(=O)[C@@H](NC(N)=O)C(C)C)cc1 | -6.3% | -0.8 | -17.2% | -4.9% | -6.9% | -9.3% | -8.7% | -5.5% | -0.1%
Cn1ccnc1SCCNC(=O)CCc1nnc(CCc2ccccc2)o1 | -14.6% | -7.9 | -0.4% | -3.9% | 28.3% | 2.9% | -10.3% | -8.9% | 1.8%
CN1/C(=C\C(=O)C[n+]2ccc3ccccc3c2)C(C)(C)c2ccccc21 | 7.4% | -2.8 | -48.6% | 7.7% | -1.4% | 15.6% | -12.2% | -23.3% | 30.7%
CCOc1cccc2sc(N(CCN(CC)CC)C(=O)c3ccc(S(=O)(=O)N4CCCCC4)cc3)nc12 | 9.9% | 2.8 | -17.7% | 14.7% | -37.4% | 5.3% | -11.0% | ? | -16.1%
Cc1ccc2[nH]c(=O)c(CN(CC3CCCO3)C(=S)NCc3ccco3)cc2c1 (centres undefined) | -20.5% | -6.0 | 2.8% | -5.6% | -13.7% | -13.8% | -22.0% | -17.2% | -1.0%
CCOc1ccc(C2c3c(oc4ccc(C)cc4c3=O)C(=O)N2c2nc(C)c(C)s2)cc1OC (centres undefined) | -15.0% | 7.2 | ? | . | 8.2% | -1.0% | -12.1% | 2.3% | 1.4%
Clc1ccc(CN=C2Nc3ccccc3CS2)cc1 | -23.9% | -5.5 | -12.6% | 10.6% | -10.1% | 1.5% | -18.4% | ? | 30.1%
CCCCn1c(CCC(=O)O)nc2cc(S(=O)(=O)N3CCCC3)ccc21 | -16.4% | -0.5 | -22.4% | 11.8% | 8.7% | 5.0% | -3.7% | . | .
COc1ccc(NC(=O)CN(C)C(=O)c2cccc(S(=O)(=O)N3CC4(C)CC3CC(C)(C)C4)c2)cc1 (centres undefined) | -2.0% | 2.8 | ? | 13.1% | -3.5% | 15.8% | -23.8% | . | .
c1ccc2sc(-c3ccc4c(c3)OCO4)nc2c1 | -12.8% | 0.0 | . | -5.6% | 18.7% | -0.4% | 5.1% | ? | 1.0%
CN(C)c1ccc(C2Nc3ccccc3C(=O)N2NS(C)(=O)=O)cc1 (centres undefined) | -1.9% | -4.8 | 0.0% | 6.2% | 1.8% | -2.2% | -0.8% | 3.1% | -10.9%
COC(=O)c1ccccc1NC(=O)C1=CC(c2ccc3c(c2)OCO3)=NS(=O)(=O)N1C | -8.0% | -9.0 | 4.7% | . | -41.8% | 8.1% | -18.8% | ? | -2.4%
CC1S/C(=N/N=C2CCCCC2)NC1=O (centres undefined) | 2.1% | -1.8 | 9.9% | 5.3% | -5.0% | 0.4% | -13.3% | -2.6% | -19.4%
CCn1c(=O)c(C(=O)NNC(=O)c2cccc(Cl)c2)c(O)c2ccccc21 | 7.7% | 7.4 | -0.1% | 22.6% | -11.5% | -6.0% | -10.4% | -3.8% | 20.0%
O=C(Cn1c(=O)n(Cc2ccco2)c(=O)c2cccnc21)Nc1ccccc1F | 11.9% | 0.0 | ? | . | 12.1% | -3.9% | -2.6% | 0.1% | 24.1%
Nc1ccccc1C#Cc1ccc2[nH]ccc2c1 | 11.5% | 1.8 | ? | . | -24.1% | 12.2% | -16.0% | . | .
CS(=O)(=O)c1ccc(-c2cccc(NC(=O)COc3ccccc3)c2)nn1 | -6.2% | -5.7 | -0.3% | -17.0% | 64.4%[activator] | -2.9% | -6.4% | -9.3% | -17.1%

(list continues)
smiles	Pol kappa inh	LDHA inh	ALOX12 inh	APEX1 inh	RGS4 inh	ERG-DNA inh	Pol eta inh	Apoferritin bind	Pol beta inh
Cn1c(N)c(C(=O)NCc2ccccc2)sc1=S	4.3%	-2.2	?	-3.4%	?	-2.9%	-4.4%	-8.3%	-15.1%
Cn1c(=S)c2[nH]c(SCc3cccnc3)nc2n(C)c1=O	-6.9%	-6.9	3.16µM*	.	-10.4%	13.3%	-5.3%	.	.
CC(O/N=C(\N)c1ccccc1)C(=O)Nc1cccc(C(F)(F)F)c1 (centres undefined)	-7.6%	-5.1	-0.5%	1.1%	0.4%	1.4%	-20.5%	.	.
CCOC(=O)NC(NCc1cccc(C(F)(F)F)c1)(C(F)(F)F)C(F)(F)F	-12.0%	-1.6	9.5%	20.3%	7.1%	2.2%	-14.4%	-3.7%	6.0%
Cn1c(C(C(=O)NCC2CCCO2)N(C(=O)Cn2nnc3ccccc32)C2CCCCC2)nc2ccccc21 (centres undefined)	-17.9%	-2.9	-11.8%	12.4%	-17.6%	0.4%	-19.3%	2.5%	4.9%
CC(C)C1=NN(C(=O)c2ccccc2)C(O)(C(C)(C)C)C1 (centres undefined)	4.9%	-7.1	-11.6%	4.4%	10.3%	1.7%	-5.3%	-18.4%	50.4%
O=C(NCc1ccccc1)C1=C[C@H](C2CC2)C[C@H](OCCCCO)O1	8.7%	4.2	-8.8%	0.6%	3.1%	-8.8%	-17.8%	-7.5%	18.1%
COCCc1nnc(NC(=O)C(C)C)s1	-5.8%	-3.6	123.1%[activator]	?	-12.4%	1.2%	-11.6%	-10.8%	25.0%
CC(C)c1ccc(N2C(=O)N(Cc3cccc([N+](=O)[O-])c3)c3ccccc3S2(=O)=O)cc1	-4.8%[60.1 µM]	-0.8	0.0%	.	22.0%	8.9%	-18.3%	-1.4%	23.1%
COc1ccc(N(CC(=O)Nc2cc(C)ccc2OC)S(=O)(=O)c2c(C)noc2C)cc1	-3.7%	3.6	-11.3%	-5.7%	-14.9%	-2.9%	-13.8%	5.1%	-19.2%
Cc1ccc(Oc2nc(CN3CCOCC3)nc3sc4c(c23)CCC(C)C4)cc1 (centres undefined)	2.6%	3.3	-0.5%	-2.5%	-2.3%	0.8%	-9.9%	0.5%	-13.9%
Cc1nc(CSc2ccccc2)cc(=O)[nH]1	5.8%	0.0	-6.5%	-2.5%	-9.4%[11.4 µM]	-6.8%	-6.8%	-7.5%	-17.5%
COC(=O)/C(=C\Nc1ccccc1N)c1ncc(C(F)(F)F)cc1Cl	-13.3%	0.4	35.5%	4.5%	2.7%	-12.2%	-26.4%	0.0%	13.7%
COc1ccc(OCCn2c(C3CC(=O)N(c4ccc(F)cc4)C3)nc3ccccc32)cc1 (centres undefined)	-11.1%	0.2	?	.	?	-0.5%	?	174.2%[activator]	?

Two compounds drawn at random from those above:
smiles	Pol kappa inh	LDHA inh	ALOX12 inh	APEX1 inh	RGS4 inh	ERG-DNA inh	Pol eta inh	Apoferritin bind	Pol beta inh
CC(C)c1ccc(N2C(=O)N(Cc3cccc([N+](=O)[O-])c3)c3ccccc3S2(=O)=O)cc1	-4.8%[60.1 µM]	-0.8	0.0%	.	22.0%	8.9%	-18.3%	-1.4%	23.1%
CC(C)C1=NN(C(=O)c2ccccc2)C(O)(C(C)(C)C)C1 (centres undefined)	4.9%	-7.1	-11.6%	4.4%	10.3%	1.7%	-5.3%	-18.4%	50.4%

Only part of the results is shown; count on the stated rates, not on these rows.
